uPA generation – blocks generation of uPA at the cell surface. cell surface uPA generation assay, qHTS. Potency, µM (series often up to 38.3 µM), for the others: top-dose activity change, negative = inhibition, actives largely listed as inhibitors. hit rate 0.31% among 330,000. AID 540303; active means well fitted inhibition curve with a large enough effect; inconclusive means small, poorly fitted or top-dose-only effect; inactive means no such curve, though single readings can be large or run the other way; tested in mouse RAW 264.7 cells; further: on the % scale 0 is the no-effect control and ±100 the full control effect; nearly all actives have a fitted effect of over 55% in size
ELG1 genotox – induces genotoxicity in HEK293T cells with luciferase-tagged ELG1; HEK293T ELG1-luciferase reporter, luminescence, 16 h; Potency, µM (series often up to 46 µM), for the others: at the highest dose activity change, positive = activation, hits mostly activators; hit rate 1.3% among 330,000; further: % of control where 0% means no effect; nearly all actives have a fitted effect of over 60% in size
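Step 1: seed 2,000 HEK293T ELG1-luciferase cells per well. Step 2: add compound or DMSO, incubate 16 hr at 37 °C. Step 3: ONE-Glo, 30 min at room temperature, read luminescence.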
RORg inh – blocks mouse ROR gamma transcriptional activity; P51450; Drosophila S2 Gal4-RORgamma UAS-luciferase reporter, 20 h; Potency, µM (titrated, usually from 53.6 µM), inactives show at the top dose activity change, negative = inhibition, actives largely listed as inhibitors; hit rate 5.4% among 310,000; AID 2551; further: on the % scale 0 is the no-effect control and ±100 the full control effect; nearly all actives have a fitted effect of over 60% in size
Target sequence (P51450 whole entry, looked up, the tested form may be a part): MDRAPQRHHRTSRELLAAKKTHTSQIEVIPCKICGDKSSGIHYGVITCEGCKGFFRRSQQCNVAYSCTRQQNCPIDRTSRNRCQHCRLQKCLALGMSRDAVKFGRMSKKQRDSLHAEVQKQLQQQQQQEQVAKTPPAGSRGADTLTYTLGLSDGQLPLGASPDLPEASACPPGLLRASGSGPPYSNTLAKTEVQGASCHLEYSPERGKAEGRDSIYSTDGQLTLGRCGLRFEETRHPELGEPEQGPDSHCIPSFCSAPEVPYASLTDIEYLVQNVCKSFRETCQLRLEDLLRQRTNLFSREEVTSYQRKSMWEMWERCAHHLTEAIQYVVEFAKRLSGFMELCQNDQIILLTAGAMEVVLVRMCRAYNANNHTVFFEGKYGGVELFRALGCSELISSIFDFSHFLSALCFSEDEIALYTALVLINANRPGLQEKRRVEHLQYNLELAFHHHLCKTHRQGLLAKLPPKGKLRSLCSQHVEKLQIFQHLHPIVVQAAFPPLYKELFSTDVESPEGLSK
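Using a luciferase readout, inhibitors were identified by reduced reporter activity in Drosophila cells coexpressing a copper-inducible Gal4–ROR gamma fusion and UAS-driven Photinus luciferase, incubated 20 hr after 700 uM copper sulfate.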
FLuc modulator – counter-screen for miR-21 project: firefly luciferase inhibitors or activators. hit rate 6.9% among 360,000. P08659. purified FLuc, Km substrates, luminescence inhibition. Potency, µM (highest dose often 57.5 µM), without a hit: top-dose activity change, negative = inhibition, actives largely listed as inhibitors;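 further: plate controls were vehicle for no effect and reference inhibitor for full effect; nearly all actives have a fitted effect of over 55% in size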
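Purified P. pyralis luciferase, 10 nM final, with Km-level 10 uM D-luciferin and 10 uM ATP in 50 mM Tris acetate pH 7.5, 10 mM Mg acetate, 0.01% Tween-20, 0.05% BSA; 6-point qHTS titration about 60 µM downward; luminescence read.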
BRCA1 expr up – activators of BRCA1 expression. MCF7-BRCA1-FFLuc reporter, luminescence, 48 h; response scale: scaled: vehicle 0%, 10 µM genistein 100%. Potency, µM (highest dose often 46.1 µM), inactives show top-dose activation, usual class: activators. hit rate 1.1% among 380,000. AID 624202; further: nearly all actives have a fitted effect of over 80% in size; some results filed as inactive show a strong effect at the top dose
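First, MCF7-BRCA1-FFLuc cells (2000/well) attach for 2 h; next, compounds are pin-added and incubated 48 h at 37 °C; finally, luciferase reagent is added and luminescence read after 15 min.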
NPC1 promoter act – NPC1 promoter activation | Huh7 NPC1 promoter luciferase reporter, 24 h | Potency, µM (highest dose often 9.22 µM), for inactives: top-dose activation, most hits filed as activators | hit rate 2.4% among 320,000;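 further: % of control where 0% means no effect; nearly all actives have a fitted effect of over 60% in size; reporter is driven by a mutant NPC1 promoter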
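Luminescence from an NPC1 promoter-driven luciferase reporter in stably transfected Huh7 cells was measured after 24 h compound treatment at 37 °C, followed by 10 min ambient incubation with luciferase detection reagent.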
MBNL1 CUG block – MBNL1-poly(CUG) RNA binding inhibition. Q9NR56. TR-FRET MBNL1-His/biotin-(CUG)12 binding, 665/545 ratio. Potency, µM (highest dose often 57.5 µM), for the others: at the top dose activity change, negative = inhibition, most hits filed as inhibitors. hit rate 0.036% among 280,000; active means well fitted inhibition curve with a large enough effect in the signal ratio, with a control signal flat, not every such curve was filed as active; inconclusive means small, poorly fitted or top-dose-only effect, or effect the other way, or a change in a side signal; inactive means no such curve, though single readings can be large or run the other way; the % refers to the signal ratio; further: on the % scale 0 is the no-effect control and ±100 the full control effect
Target sequence (Q9NR56 whole entry, looked up): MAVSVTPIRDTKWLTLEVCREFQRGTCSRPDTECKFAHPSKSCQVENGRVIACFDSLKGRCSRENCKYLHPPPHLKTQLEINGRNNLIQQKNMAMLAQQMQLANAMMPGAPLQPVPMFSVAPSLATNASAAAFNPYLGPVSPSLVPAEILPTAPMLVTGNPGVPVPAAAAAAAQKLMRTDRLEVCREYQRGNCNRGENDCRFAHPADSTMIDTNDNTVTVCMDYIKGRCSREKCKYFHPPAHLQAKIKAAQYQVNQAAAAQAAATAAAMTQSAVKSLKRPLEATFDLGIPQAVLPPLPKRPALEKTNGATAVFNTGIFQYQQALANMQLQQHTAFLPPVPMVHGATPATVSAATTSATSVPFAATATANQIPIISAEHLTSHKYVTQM
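TR-FRET between His-tagged MBNL1 and biotin-(CUG)12 RNA, detected with Tb anti-His antibody (0.055 ng/ul) and streptavidin-XL665 (5 nM), 60 min at room temperature. Compounds titrated 92 nM to 58 uM; 665/545 nm ratio normalized to buffer and complex controls.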
p53 reactivator – restores transcriptional activity of mutant p53; H1299 p53-A138V BP100-luciferase reporter, luminescence, 24 h; Potency, µM (highest dose often 92.2 µM), without a hit: at the top dose activity change, positive = activation, usual class: activators; hit rate 0.063% among 320,000; further: % of control where 0% means no effect; nearly all actives have a fitted effect of over 45% in size
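H1299 (p53-null), stable ts p53-A138V + BP100-Luc; 1000 cells/well, Opti-MEM/10% FBS; cpd 4 pt, 1:5; 24 h, 37 deg C, 5% CO2; detection reagent 10 min RT; luminescence.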
Rab9 prom act – activates the Rab9 promoter; Huh7 Rab9 promoter-luciferase reporter, luminescence, 24 h; Potency, µM (series often up to 9.22 µM), for inactives: top-dose activation, negative = inhibition, actives largely listed as activators; hit rate 2.8% among 320,000; further: % of control where 0% means no effect; nearly all actives have a fitted effect of over 60% in size
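Rab9 promoter-driven luciferase in stably transfected Huh7 cells; 1500 cells/well rested 2 h, exposed to compound in DMSO for 24 h at 37 °C, 5% CO2. Luminescence read 10 min after adding luciferase reagent at ambient temperature.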
VP16 counter – counter-screen for ROR gamma inhibitors: Gal4-VP16 reporter. Drosophila S2 Gal4-VP16 UAS-luciferase, luminescence, 20 h. Potency, µM (top dose mostly 53.6 µM), for the others: at the top dose activity, negative = inhibition, usual class: inhibitors. hit rate 3.5% among 310,000. AID 2546;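 further: Gal4-VP16 expression switched on by copper sulfate through the metallothionein promoter; on the % scale 0 is the no-effect control and ±100 the full control effect; nearly all actives have a fitted effect of over 50% in size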
MLL CXXC-DNA inh – MLL CXXC-DNA interaction inhibition. MLL-CXXC / FITC-HOXA9 DNA fluorescence polarization. Potency, µM (titrated, usually from 115 µM), for the others: at the top dose activity change, negative = inhibition, most hits filed as inhibitors. hit rate 0.037% among 290,000. AID 2662; active means well fitted inhibition curve with a large enough effect in the polarisation, with a control signal flat, not every such curve was filed as active; inconclusive means small, poorly fitted or top-dose-only effect, or effect the other way, or a change in a side signal; inactive means no such curve, though single readings can be large or run the other way; the % refers to the polarisation
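Fluorescence polarization: 7 uM MLL-CXXC (stock) preincubated 5 min with compounds, then 50 nM fluorescein-HOX-A9 DNA (stock) added; 30 min ambient. Buffer 50 mM Tris-HCl pH 7.5, 50 mM NaCl, 1 mM DTT, 0.05% BSA.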
* marks the source's active call; other numbers are inactive results; u = inconclusive; x = not tested or not shown; [ ] = another dose, or the depositor's remark. Unless noted, the call rests on the fitted dose curve; in most records, active means well fitted curve in the direction sought with a large enough effect; inconclusive means small, poorly fitted or top-dose-only effect, or another doubt; inactive means no such curve, though single readings can be large; an effect the other way counts as inactive or inconclusive. Potency means the concentration at half of the fitted maximal effect. An excerpt. The share of hits here may be higher or lower than overall.

The line under a structure holds: uPA generation	ELG1 genotox	RORg inh	FLuc modulator	BRCA1 expr up	NPC1 promoter act	MBNL1 CUG block	p53 reactivator	Rab9 prom act	VP16 counter	MLL CXXC-DNA inh
- [O-]/C(=C(\C(=S)Nc1cccc2ccccc12)[n+]1cccc(CO)c1)c1ccc(Cl)s1
  u	2%	-42%	-15%	-47%	6%	-3%	-1%	21%	7%	2%
- COc1ccc(N2CC(C(=O)Nc3ccc4c(c3)OCO4)CC2=O)cc1 (stereo not drawn)
  5%	0%	44%	-2%	1%	0%	u	-4%	1%	-14%	5%
- CN(CCc1ccccn1)C(=O)CCNC(=O)Cn1cnc2ccccc2c1=O
  0%	2%	13%	4%	2%	1%	0%	-4%	-12%	5%	3%
- CCOc1ccc2c(c1)C(=NNC(=O)c1ccncc1)c1cc(OCC)ccc1-2
  -4%	u	1.1µM*	u	-43%	-11%	3%	40µM*	-18%	0.89µM*	4%
- Cc1cc(C)nc(SC(C(=O)O)c2ccccc2)n1 (stereo not drawn)
  -4%	0%	6%	-2%	4%	-2%	-11%	5%	-2%	-1%	-2%
- COc1ccccc1/C=N/NC(=O)c1ccc2c(c1)OCO2
  -3%	8%	u	6.7µM*	4%	12%	4%	u	18%	-15%	-4%
- COc1cccc(/C=C2\SC(=S)N(N3C(=O)CCCC3=O)C2=O)c1
  -2%	2%	1%	21µM*	-39%	-1%	11%	-3%	-11%	3%	-24%
- Cc1cc(=O)[nH]c(N/N=C/c2cc(C)n(-c3ccccc3)c2C)n1
  2%	9.2µM*	u	7.6µM*	27%	3.2µM*	-1%	u	u	-19%	-3%
- COc1ccccc1-c1cc(-c2cc(Cl)ccc2O)n[nH]1
  3%	3%	-45%[10 µM]	2%	-43%	2%	16%	9%	-1%	-22%	9%
- Cc1nc(C)c(C(=O)OC(C)C(=O)Nc2ccc(F)cc2)s1 (stereo not drawn)
  -24%	-2%	x	x	2%	-1%	x	-8%	-1%	x	x
- O=C(c1ccco1)N(Cc1ccco1)c1ccc(O)cc1
  6%	-6%	14%[10 µM]	0%	-4%	0%	-1%	-1%	2%	2%	3%
- Cc1ccc(C(=O)CN2CCC(NC(=O)C3CCCCC3)CC2)cc1
  4%	-2%	2%	-1%	-13%	0%	3%	1%	0%	14%	5%
- Cc1ccc(-n2c(-c3cccs3)nc3nc4ccccc4nc32)cc1
  x	-8%	-11%	1%	x	-5%	9%	-13%	2%	1%	5%
- O=C(NC(NC(=S)Nc1cc(Cl)ccc1Cl)C(Cl)(Cl)Cl)c1ccco1 (stereo not drawn)
  -17%	-4%	-27%	-3%	-72%	-2%	-1%	-2%	-2%	-23%	16%
- CC(C)OC(=O)Cn1cc(C#N)c2ccccc21
  5%	3%	12%	-1%	-5%	-7%	1%	0%	1%	4%	-12%
- COc1cccc(NC(=O)C2CCC(CNC(=O)[C@@H]3Cc4ccccc4CN3)CC2)c1 (stereo partly drawn)
  -20%	1%	-15%	-3%	3%	-2%	-1%	26%	-4%	1%	u
- O=C(c1ccccc1F)N1CCN(c2ccc([N+](=O)[O-])c3ncccc23)CC1
  -6%	-3%	u	-1%	-23%	1%	u	-9%	-1%	u	5%
- Cc1nnc(SCC(=O)Nc2cc(S(=O)(=O)N3CCCC3)ccc2Cl)s1
  1%	-1%	0%	-5%	-10%	-1%	-10%	-1%	3%	-6%	0%
- Cc1c(C#N)sc(C(N)=O)c1C
  3%	-8%	-6%	-2%	12%	0%	-4%	-7%	-3%	9%	0%
- O=c1c2cc(F)ccc2sn1-c1ccccc1
  u	-2%	x	u	26%	12%	x	-37%[inhibitor]	1%	x	x
- O=C1CCC(C(=O)N2CCCCO2)CN1Cc1ccc(Cl)cc1 (stereo not drawn)
  17%	-1%	3%	5%	-11%	1%	1%	2%	3%	4%	3%
- O=C(NCCN1CCCc2ccccc21)C1CCC(=O)N(CCc2ccccc2)C1 (stereo not drawn)
  6%	-3%	21%	1%	-3%	2%	11%	2%	-2%	-12%	21%
- CCCCNC(=O)Oc1ccc(C(=O)N2c3ccccc3NC(=O)C2C)cc1 (stereo not drawn)
  -14%	-1%	19%	0%	-18%	2%	-5%	-3%	-6%	1%	22%
- O=C(NCC(O)c1ccccc1)c1ccccc1 (stereo not drawn)
  -4%	u	u	21µM*	u	2.8µM*	x	2%	4µM*	-16%	-8%
- N#Cc1ccc(Oc2ccc(NC(=O)C3CC=CCC3C(=O)O)cc2)cc1 (stereo not drawn)
  6%	-2%	2%	0%	6%	0%	15%	2%	-9%	-10%	-19%
- Cc1ccc(OCC(=O)Nc2ccccc2C(N)=O)cc1
  -9%	u	11%	8.5µM*	u	2.5µM*	4%	x	2.8µM*	11%	-2%
- O=C(NCc1ccccc1)c1ccccc1OCC(=O)N1CCCCC1
  2%	-2%	31%	0%	0%	1%	-6%	-1%	-9%	7%	u
- COc1nc(Nc2ccc(C(C)C)cc2)nc(OC)n1
  -12%	16%	u	u	22%	25%	0%	7%	20%	u	-3%
- CCC(C(=O)OC)n1cnc2c(nnn2-c2ccc(OC)cc2)c1=O (stereo not drawn)
  x	2%	14%	-2%	-7%	7%	-9%	26%	7%	4%	3%
- C=CCN(CC=C)CC(=O)Nc1cccc(Oc2cnccn2)c1
  5%	-5%	14%	-1%	-1%	1%	4%	-3%	0%	1%	10%
- O=C(COc1ccc(Br)cc1)N1CCC(c2ccccc2)C1 (stereo not drawn)
  -1%	1%	u	u	34%	13%	-14%	19%	8%	-13%	-7%
- C[n+]1ccc(C(=O)Nc2ccccc2Cl)cc1
  4%	3%	9%	4%	-11%	1%	u	x	-1%	5%	-1%
- OC(CC#CCN1CCOCC1)(c1ccccc1)c1ccccc1
  18%	-1%	-1%	-1%	8%	-1%	-5%	u	3%	-9%	3%
- CSc1ccccc1OCc1cc(C(=O)NCC(C)(C)N2CCOCC2)no1
  -3%	-6%	-17%	0%	14%	0%	-1%	15%	0%	2%	-3%
- Cc1cccc(NC(=O)C2CCCN(C(=O)Nc3ccc(F)cc3)C2)c1C (stereo not drawn)
  -1%	-5%	2%	-1%	-9%	-1%	-4%	-2%	-2%	3%	-2%
- COc1ccc(-c2cccc([C@H]3[C@@H]4C=CCC[C@@]4(C)C(=O)N3Cc3ccccc3)c2)cc1
  u	-7%	14%	0%	-52%	-1%	10%	-2%	-13%	4%	0%
- Cc1ccc(C(=O)NC2CCN(CCCC(=O)c3ccc(F)cc3)CC2)cc1
  -1%	-3%	-3%	0%	-4%	0%	-1%	8%	-1%	-4%	0%
- O=C(Nc1nc2ccccc2n1CCOc1ccc(Cl)cc1)c1ccco1
  u	-8%	1.4µM*	3%	-28%	-4%	6%	2%	4%	2.5µM*	11%
- CN1C(=O)CC(P(=O)(c2ccccc2)c2ccccc2)N(C)C1=O (stereo not drawn)
  5%	1%	2%	2%	-25%	2%	7%	-3%	-9%	-2%	2%
- Cc1noc(NS(=O)(=O)c2ccc(NC(=O)CSc3nc4c(cc3C#N)CCC4)cc2)c1C
  -21%	0%	-32%	-1%	24%	0%	-5%	-3%	0%	4%	-6%
- O=C1Nc2ccccc2N=C(c2ccccc2)C1N1CCOCC1 (stereo not drawn)
  1%	0%	-20%	-5%	-13%	-1%	-12%	-2%	-2%	0%	54%[activator]
- Clc1ccc(-c2nnc(NC3=NCCCCC3)o2)cc1
  -9%	u	6.3µM*	0.43µM*	u	0.35µM*	-2%	-4%	0.32µM*	8.9µM*	0%

From PubChem BioAssay
